# From PubChem BioAssay
# MEX-5 binding: MEX-5 zinc finger RNA-binding disruptors – biochemical, C. elegans, fluorescence polarization, MLPCN library, primary screen. AID 1832, 2009. activity score (negative = inhibition of binding), % at 10 µM. actives 0.38% (n = 300,000). MEX-5/FITC-TCR2 RNA binding; active compounds read low. Zinc finger protein mex-5 (Caenorhabditis elegans), Q9XUB2;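 active means inhibition past about -25% in most replicates, and total fluorescence under double the plate's negative control median, limit read from the data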;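 further: 0% = DMSO and -100% = 5 µM competing unlabeled TCR2 RNA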
# PAD4 inh: human PAD4 inhibitors, primary screen, biochemical, fluorescence polarization, 1536-well format. Protein-arginine deiminase type-4 (Homo sapiens), Q9UM07. recombinant PAD4, RCA probe fluorescence polarization. inhibition, % at 6.36 µM. actives 0.41% (n = 330,000);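 active means percent inhibition above a cutoff equal to the mean of all tested compounds plus 3 SD, cut at about 15% in these data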;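 further: 0% = PAD4 with RCA probe and DMSO and 100% = probe without PAD4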
# MCL1-BIM inh: inhibitors of MCL1 binding to BIM-BH3, primary screen, biochemical, fluorescence polarization | Induced myeloid leukemia cell differentiation protein Mcl-1 (Homo sapiens), Q07820 | GST-MCL1 / FITC-Bim-BH3 fluorescence polarization | inhibition, % at 10.9 µM | actives 0.68% (n = 320,000);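 active means inhibition above the mean inhibition of all tested compounds plus 3 SD, set per campaign, cut at about 40% in these data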;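 further: 0% = DMSO wells and 100% = unlabeled Bim-BH3 peptide control; higher means more loss of mP so more displacement of Bim peptide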
# Fam108B counter: mouse Fam108B serine hydrolase inhibitors, primary screen, counter-screen for RBBP9 inhibitor project, biochemical, fluorescence polarization. recombinant Fam108B, FP-Rh probe fluorescence polarization. inhibition, % at 9.51 µM. actives 0.33% (n = 300,000). AID 1947, 2009;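 active means inhibition above the screen mean inhibition plus 3 SD, computed separately per campaign, cut at about 18% in these data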;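 further: inhibitors lower polarization as less probe binds the enzyme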
# GSTO1 counter: inhibitors of recombinant GSTO1, primary screen, counter-screen for RBBP9 inhibitor project, biochemical, fluorescence polarization | AID 1974, 2009 | Glutathione S-transferase omega-1 (Homo sapiens), P78417 | inhibition, % at 5.96 µM | activity-based probe fluorescence polarization | actives 1.1% (n = 300,000);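 active means inhibition above the campaign mean inhibition plus 3 SD, cut at about 35% in these data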;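 further: 0% = GSTO1-1 with DMSO and 100% = wells lacking GSTO1-1 enzyme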
# Target sequence (P78417 whole entry, looked up): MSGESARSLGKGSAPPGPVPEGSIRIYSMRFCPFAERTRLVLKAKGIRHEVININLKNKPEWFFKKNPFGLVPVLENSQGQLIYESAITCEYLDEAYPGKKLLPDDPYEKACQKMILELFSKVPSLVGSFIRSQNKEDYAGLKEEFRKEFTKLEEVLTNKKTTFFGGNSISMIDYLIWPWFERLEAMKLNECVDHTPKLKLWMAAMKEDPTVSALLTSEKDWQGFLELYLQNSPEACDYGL
# TPT1 inhibitor: Candida albicans TPT1 enzyme inhibitors, primary screen, biochemical, fluorescence polarization; tRNA 2'-phosphotransferase TPT1 (Candida albicans SC5314); recombinant caTPT1, FP RNA substrate dephosphorylation; inhibition, % at 5 µM; AID 1962, 2009; actives 0.81% (n = 300,000);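 active means inhibition above the mean of all tested compounds plus 3 SD, set per screening campaign, cut at about 24% in these data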;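 further: plate controls were DMSO alone for no effect and ferristatin control at 100 nM for full effect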
# GLD-1 TGE inh: GLD-1/TGE RNA complex disruptors, primary screen, biochemical, fluorescence polarization; inhibition, % at 5.96 µM; actives 0.44% (n = 320,000); purified GLD-1 + fluorescein TGE RNA; Female germline-specific tumor suppressor gld-1 (Caenorhabditis elegans), Q17339;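 active means percent inhibition above a per-plate cutoff, the plate mean of test compounds plus 3 SD, cut at about 30% in these data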;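 further: 0% = DMSO wells with GLD-1 and probe and 100% = wells lacking GLD-1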
# Target sequence (Q17339 whole entry, looked up): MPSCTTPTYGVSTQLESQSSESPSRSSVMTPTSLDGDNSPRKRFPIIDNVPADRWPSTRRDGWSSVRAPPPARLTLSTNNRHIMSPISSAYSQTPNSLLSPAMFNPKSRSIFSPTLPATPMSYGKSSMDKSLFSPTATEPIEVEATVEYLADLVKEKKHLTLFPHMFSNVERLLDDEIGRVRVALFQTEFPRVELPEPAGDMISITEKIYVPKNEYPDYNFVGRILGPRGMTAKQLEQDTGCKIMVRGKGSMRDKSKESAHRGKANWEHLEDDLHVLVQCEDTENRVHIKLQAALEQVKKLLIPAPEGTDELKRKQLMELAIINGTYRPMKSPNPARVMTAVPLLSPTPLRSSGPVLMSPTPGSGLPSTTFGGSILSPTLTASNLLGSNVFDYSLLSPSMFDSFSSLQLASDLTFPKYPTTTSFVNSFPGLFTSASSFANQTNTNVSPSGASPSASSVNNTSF
# BCLXL inh: inhibitors of human Bcl-xL, primary screen, biochemical, fluorescence polarization, HTS; AID 2129, 2009; Bcl-2-like protein 1 (Homo sapiens), Q07817; inhibition, % at 10.9 µM; GST-Bcl-xL / FITC-Bim BH3 peptide fluorescence polarization; actives 0.7% (n = 320,000);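 active means inhibition above the mean of all tested compounds plus 3 SD, cutoff set per campaign, cut at about 30% in these data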;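 further: 0% = DMSO wells and 100% = unlabeled Bim-BH3 peptide competitor; inhibitors lower millipolarization by displacing the labeled peptide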
# Target sequence (Q07817 whole entry, looked up): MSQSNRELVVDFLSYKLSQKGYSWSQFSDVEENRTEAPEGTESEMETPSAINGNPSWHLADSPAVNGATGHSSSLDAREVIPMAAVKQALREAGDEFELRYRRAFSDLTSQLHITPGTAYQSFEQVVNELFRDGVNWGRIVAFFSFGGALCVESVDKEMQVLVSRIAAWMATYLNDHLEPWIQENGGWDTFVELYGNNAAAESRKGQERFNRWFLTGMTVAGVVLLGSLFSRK
# PME-1 primary: PME-1 inhibitors via competitive probe labeling, primary screen, biochemical, fluorescence polarization, FP-Rh probe, HTS; recombinant PME-1; Protein phosphatase methylesterase 1 (Homo sapiens), Q9Y570; AID 2130, 2009; actives 0.53% (n = 320,000); inhibition, % at 5.9 µM;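 active means inhibition above the campaign mean of all compounds plus 3 SD, cut at about 26% in these data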;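 further: competitive labeling of PME-1 active site by serine hydrolase directed probe; 0% = PME-1 with DMSO and 100% = wells lacking PME-1 enzyme; inhibitors block probe labeling so polarization falls and inhibition rises; many of its hits are not listed in these tables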
# * = called active by the depositor; nt = no result given. Some of the compounds tested, so the mix of outcomes need not match the whole.
SMILES,MEX-5 binding,PAD4 inh,MCL1-BIM inh,Fam108B counter,GSTO1 counter,TPT1 inhibitor,GLD-1 TGE inh,BCLXL inh,PME-1 primary
COc1cc2c(cc1OC)-c1cc(NC3CCCC3)nc(=O)n1CC2,0.7,1,6,2,3,1,-2,8,0
Cc1ccsc1C(=O)OCC(=O)NCc1ccco1,2.0,1,7,-3,-1,2,4,1,5
COCc1cc(C)nc(SCC(=O)Nc2ccc3c(c2)OCO3)c1C#N,-0.3,6,6,-2,-4,-4,8,4,-3
COc1ccc(NC(=O)CC2SC(N)=NC2=O)c([N+](=O)[O-])c1 (stereo not drawn),-1.4,-6,9,5,-2,0,2,6,-6
COc1ccc(CCNS(=O)(=O)c2cn(C)c(=O)n(C)c2=O)cc1OC,0.7,1,4,1,-3,0,-2,2,-2
CCCCC(=O)Nc1nnc(C)s1,-2.2,-2,-2,-3,7,-1,-5,2,2
CCCC[C@@H]1CNCCN1CCc1cccc(F)c1,-3.1,4,4,1,1,-3,10,-1,-8
CCC(C(=O)Nc1ccc(OC)c(Cl)c1)c1ccccc1 (stereo not drawn),1.5,-1,11,-3,-2,-4,-8,3,0
Cc1nn2c(-c3ccccn3)ccnc2c1Cl,1.1,-4,6,-2,10,0,2,7,-5
CC(NC(=O)COC(=O)C1(C)CC1(Cl)Cl)c1ccccc1 (stereo not drawn),nt,1,-4,nt,nt,nt,5,-3,-8
COc1ccc(OCCC(=O)OCC(=O)NCc2ccccc2OC)cc1,-0.6,4,-5,4,6,-2,5,-6,-2
Cc1ccccc1Nc1nc(-c2sc(NC(=O)c3ccco3)nc2C)cs1,0.5,-16,-8,3,-3,12,-11,-7,5
COc1ccc(CCNS(=O)(=O)c2cc3c(cc2C)NC(=O)CO3)cc1OC,0.9,-1,-6,-4,-3,0,6,0,-1
O=C(COC(=O)CCCNC(=O)c1ccc(Cl)cc1)Nc1cc(Cl)ccc1Cl,1.5,5,3,4,-1,-2,-2,4,1
Cc1ccc(C(=O)O/N=C\c2ccc(N3CCCCC3)c([N+](=O)[O-])c2)cc1,2.2,-1,7,7,12,4,-1,11,5
CC(=O)c1ccc(NC(=O)COC(=O)c2c3c(nc4ccccc24)/C(=C\c2cccs2)CCC3)cc1,0.3,-8,-37,-14,-26,7,-34,-19,-49
C/C=C(\C)C(=O)N1CC2(CC(c3cccc(NC(=O)COc4ccc(Cl)cc4)c3)=NO2)C[C@@H]1C(N)=O (stereo partly drawn),1.2,7,3,-1,-1,-2,8,6,-6
Nc1c(C(=O)CSc2nnc(-c3ccccc3)o2)c(=O)[nH]c(=O)n1C1CC1,nt,1,-8,nt,nt,nt,12,-6,-1
Cc1cccc(-c2cc3nc(C)cc(NCCCN(C)C)n3n2)c1,-0.2,-1,5,2,-2,0,-9,-4,1
CC(=O)/C=C(\C)Nc1ccccc1O,1.0,-8,-5,-1,11,-3,1,4,-4
O=C(OCn1nnc2ccccc2c1=O)c1cc(-c2ccccc2Cl)nc2ccccc12,0.9,-1,4,-1,-7,0,1,5,-4
COc1ccc(/C=N/NC(=O)c2nonc2N)cc1OC,-1.9,5,-8,0,2,-4,1,2,-1
Clc1cc(Cl)c2nc(N3CCOCC3)sc2c1,2.7,0,6,7,2,-2,1,4,7
CCc1ccc(-c2ccc(SCC(=O)Nc3nnc(C)s3)nn2)cc1,-0.4,0,5,6,36*,0,2,4,-2
N#Cc1cc(S(=O)(=O)c2ccc(F)cc2)c(N)[nH]c1=O,0.7,2,3,0,3,-4,-1,6,-2

# Later entries
SMILES,MEX-5 binding,PAD4 inh,MCL1-BIM inh,Fam108B counter,GSTO1 counter,TPT1 inhibitor,GLD-1 TGE inh,BCLXL inh,PME-1 primary
Cc1cnc(CNC(=O)c2ccc(OC3CCN(C(=O)C4CC4)CC3)cc2)cn1,-2.4,0,-3,1,-3,-6,-3,3,2
COc1ccc(/C=C/C(=O)c2ccc3c(c2)OCO3)cc1OC,nt,3,2,nt,nt,nt,5,6,-13
COc1cc(CN2CCCC(CO)(Cc3cccc(Cl)c3)C2)cc2c1OCO2 (stereo not drawn),0.9,1,-2,10,-1,0,4,2,-5
CCCOCC(O)COc1ccccc1C(=O)N1CCOCC1 (stereo not drawn),-1.8,4,3,1,0,-9,-1,4,-5
CCOc1ccc(NC(=O)CN(C)CC(=O)Nc2cccc(Cl)c2C)cc1OCC,-1.8,-2,0,-1,10,3,0,0,5
COc1ccc(-c2ccc(SCC(=O)N3CCOCC3)nn2)cc1OC,1.5,6,1,0,-6,5,8,0,0
Cc1nc(N2CCN(S(=O)(=O)c3ccc(F)cc3)CC2)c2c(C)c(C)sc2n1,-2.0,-3,5,-1,-1,-2,3,-2,-8
CC(=O)Nc1nnc(Cc2c[nH]c3ccccc23)s1,0.5,-2,-1,0,3,-3,-5,3,5
COc1ccc(NC(=O)C(CC(=O)O)C(C)c2ccccc2)cc1 (stereo not drawn),-0.5,2,1,-1,-2,-2,2,6,4
COc1ccc2cc(CO)c(Cl)nc2c1,-0.5,0,6,3,-1,0,3,7,5
O=C(COc1cccc2ccccc12)Nc1ccc(Cl)cc1C(=O)O,-1.5,5,9,-11,-45,-4,5,7,-132
CN1C(C(=O)NCC2CC2)CC2Cn3c(nc4cc5ccccc5cc43)C21 (stereo not drawn),0.4,-1,6,2,5,3,-2,8,-3
O=C(CC(c1ccccc1)c1cc(Cl)ccc1O)N1CCCC1 (stereo not drawn),nt,-5,-1,2,0,-1,-4,5,0
CN1C(=O)CC(N2CCN(c3ncccn3)CC2)C1=O (stereo not drawn),1.4,-2,6,0,3,-3,10,6,2
COc1cc(OC)cc(-c2nc(N)n[nH]2)c1,1.7,1,6,-1,-1,-4,-2,0,1
CCC(OC(=O)c1cccs1)C(=O)NC1CCCCC1 (stereo not drawn),-0.1,-1,7,3,-1,-4,4,6,1
CC1CCN(CC(=O)N2CCc3ccccc32)CC1,0.8,-2,3,1,4,-3,-6,5,-2
COc1ccccc1CN1CC(C(=O)N(C)Cc2[nH]c3ccccc3c2C)CCC1=O (stereo not drawn),3.8,1,2,3,6,0,11,4,17
N#CCOc1ccccc1/C=C/c1nc2ccccc2c(=O)[nH]1,-2.3,0,-8,-2,-22,-1,4,-2,-7
COc1ccccc1-c1ccc(Nc2cccc(C(C)=O)c2)nn1,-0.8,-7,0,-1,-1,-1,4,-1,-3
Cc1onc(-c2ccccc2Cl)c1C(=O)Nc1ccc(-n2nncc2-c2ccco2)cc1,0.2,2,5,2,1,0,5,3,1
NS(=O)(=O)c1ccc(NC(=S)NCc2ccco2)cc1,-0.6,3,9,0,8,0,7,2,-5
Cc1ccc(Cc2ccc(C(=O)NNC(N)=S)o2)cc1,-0.7,2,5,-1,-5,-1,-3,1,-1
CC(=O)c1ccc(OCc2ncc(C(F)(F)F)cc2Cl)cc1,2.0,1,-3,2,15,3,7,2,0
COc1ccc(C(=O)N/C(=C/c2ccco2)C(=O)NCc2ccco2)cc1,0.1,0,3,4,6,-1,-6,2,-2

# The results go on.
SMILES,MEX-5 binding,PAD4 inh,MCL1-BIM inh,Fam108B counter,GSTO1 counter,TPT1 inhibitor,GLD-1 TGE inh,BCLXL inh,PME-1 primary
COc1ccc(NC(=S)N2CCCC2)cc1OC,1.0,1,-4,-4,14,3,4,2,-6
COc1ccc(C(=O)N/C(=C\c2cn(C)c3ccccc23)C(=O)NCCCn2ccnc2)cc1,0.7,2,3,-1,1,-2,2,2,-2
CC(=O)c1ccc(NC(=O)CSc2nc(=O)n(CCN3CCOCC3)c3c2CCC3)cc1,-0.1,3,-1,0,-3,3,3,3,-2
Cc1ccc(/C=N/NC(=O)c2cccs2)s1,-1.0,4,8,-2,8,-1,2,-2,-4
CCOC(=O)c1sc2nc(CSCC(=O)OCc3ccc(C(=O)OC)o3)[nH]c(=O)c2c1C,1.5,-4,-8,-1,-2,13,2,-1,-8
CN(C1CCCCC1)S(=O)(=O)c1ccc(NC(=O)C2CCCCC2C(=O)O)cc1 (stereo not drawn),-0.6,0,3,-1,8,-4,-3,8,-5
O=C(CNc1cccc(S(=O)(=O)N2CCCCC2)c1)Nc1ccccc1F,1.9,1,2,1,2,-2,3,3,4
O=C(/C=C\Nc1cccc(F)c1)c1cccs1,0.9,3,-1,2,3,1,1,-1,0
COc1ccccc1NC(=O)c1sc(NC(=O)c2ccco2)c(C#N)c1C,-2.1,1,4,5,5,-4,-5,7,7
Cc1cc(NC(=O)Cn2nc(C(F)(F)F)c3c2CCC3)no1,-0.2,-9,-9,1,0,-1,-1,2,1
